# NOD1 NF-kB reporter: NOD1 signaling inhibitors, primary screen, cell-based, luminescence, uHTS (AID 1578). one-dose inhibition, % at 4 µM; EC50 in µM for titrated hits. NOD1-driven NF-kB luciferase reporter cells, luminescence; higher % means a stronger effect. actives 1% (n = 290,000); in the data active = inhibition mostly above about 36%, no sharp cut-off; inactive = mostly below about 34%;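 also: HEK-293T reporter cells stimulated with the NOD1 agonist gamma-tri-DAP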
# TNAP activators: stimulation of alkaline phosphatase TNAP activity – biochemical, luminescent, no phosphate acceptor, uHTS, primary screen (AID 1001). purified TNAP, luminescent activation assay, no phosphate acceptor; higher activation fold means a stronger effect. one-dose activation fold at 20 µM; EC50 in µM for titrated hits. actives 0.03% (n = 200,000); in the data active = activation fold from about 3, or a potency from the dose series; inactive = the rest, 99 in 100 with activation fold below about 1.6; also: many of its hits are not listed in these tables
# KOR beta-arrestin-1: kappa opioid receptor activators – cell-based, luminescence, uHTS, primary screen (AID 1777); KOR beta-arrestin recruitment, luminescence; higher % means a stronger effect; one-dose activation, % at 10 µM; EC50 in µM for titrated hits; actives 0.02% (n = 280,000); in the data active = activation above about 50%, passing the limit was not always enough; also: a part of the inactive calls stands beside numbers as strong as those of hits
# Yfh1-off respiration: enhancers of respiration in Yfh1-depleted yeast, dose response, Friedreich's ataxia, plus single-dose screen (AID 1465) | fold induction at 50 µM, or EC50 in µM where a hit was titrated | actives 0.074% (n = 220,000) | S. cerevisiae Yfh1-off respiration, WST-1 reduction, 72 h; higher fold induction means a stronger effect;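 active = fold induction of absorbance versus untreated yeast above a set limit, then at least 30% activation at any dose in follow-up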;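 also: activators that raise dye reduction in frataxin-depleted yeast; strong numbers were not always called active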
# HEK293 NOD2/NF-kB: NOD2 signaling inhibitors, cell-based, luminescence, uHTS, HEK293 (AID 1566); HEK293 NOD2/NF-kB luciferase reporter, luminescence; higher % means a stronger effect; one-dose inhibition, % at 4 µM; EC50 in µM for titrated hits; actives 0.63% (n = 290,000); also: many of its hits are not listed in these tables
# CSM14.1 death rescue: protection against thapsigargin-triggered cell killing – 384-well, CSM14.1, ATP luminescence, primary screen (AID 1222). CSM14.1 thapsigargin-induced death rescue, ATP luminescence; higher % means a stronger effect. cellular ATP content (survival), % at 20 µM, or EC50 in µM where a hit was titrated. 190,000 tested, under 10 active;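 active = EC50 below 50 µM in the dose-response confirmation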;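 also: death triggered by thapsigargin at about 15 µM added after 2 h compound pretreatment; cell ATP read after overnight thapsigargin exposure of roughly 18 to 22 hours; normalized against plate controls of thapsigargin alone and 5% DMSO vehicle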
# GPR55 beta-arrestin: selective activators of receptor GPR55 – imaging, U2OS cells, beta-arrestin-GFP redistribution, primary screen (AID 1961) | one-dose activation, % at 10 µM; EC50 in µM for titrated hits | actives 0.048% (n = 290,000) | U2OS GPR55 beta-arrestin-GFP redistribution imaging; higher % means a stronger effect;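 active = activation above 40% with more than 50 cells counted in the well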;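 also: U2OS osteosarcoma cells stably expressing GPR55 and beta-arrestin-GFP; plate controls were DMSO negative control for no effect and LPI positive control for full effect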
# NTR1 agonist: agonists of NTR1, primary screen, imaging, U2OS cells, beta-arrestin-GFP, high content (AID 493036); activation, % at 20 µM; actives 0.17% (n = 330,000); NTR1-U2OS beta-arrestin-GFP spot imaging, agonist mode; P30989;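 active = activation at or above 40% of the spot to cytoplasm intensity ratio, with at least 20 cells analyzed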;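 also: 0% = DMSO without peptide and 100% = 100 nM NTR1 peptide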
# Target sequence (P30989 whole entry, looked up): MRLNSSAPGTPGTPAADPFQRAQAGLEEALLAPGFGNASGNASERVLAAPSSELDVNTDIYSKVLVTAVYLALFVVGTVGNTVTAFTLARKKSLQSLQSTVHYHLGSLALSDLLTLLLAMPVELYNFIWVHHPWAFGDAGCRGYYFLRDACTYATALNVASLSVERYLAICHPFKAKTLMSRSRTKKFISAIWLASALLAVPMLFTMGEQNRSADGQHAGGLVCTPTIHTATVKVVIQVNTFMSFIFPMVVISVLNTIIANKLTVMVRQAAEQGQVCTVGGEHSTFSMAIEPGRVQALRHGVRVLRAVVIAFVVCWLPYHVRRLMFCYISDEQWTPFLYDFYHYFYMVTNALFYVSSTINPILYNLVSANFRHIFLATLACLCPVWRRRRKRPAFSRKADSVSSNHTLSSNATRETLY
# KOR beta-arrestin-2: kappa opioid receptor blockers – cell-based, luminescence, uHTS (AID 1778); KOR beta-arrestin recruitment, luminescence, antagonist mode; higher % means a stronger effect; inhibition, % at 10 µM; hits with a dose series show IC50 in µM; actives 0.091% (n = 290,000); also: strong numbers were not always called active
# NTR1 agonist cell count 20 µM: recorded beside NTR1 agonist, whose call it bears; cell count; measured here: cell count, cytotoxicity flag
# * = called active by the depositor; i = inactive; · = not tested or not shown; [ ] = another dose, or the depositor's remark. Rule as the data show it, unless noted: active = inhibition above about 50%; inactive = the rest.
SMILES,NOD1 NF-kB reporter,TNAP activators,KOR beta-arrestin-1,Yfh1-off respiration,HEK293 NOD2/NF-kB,CSM14.1 death rescue,GPR55 beta-arrestin,NTR1 agonist,NTR1 agonist cell count 20 µM,KOR beta-arrestin-2
COCCNC(=S)N1CCN(C/C=C/c2ccccc2)CC1,-22%,1.1,0.4%,i,-37%,1.5%,-0.1%,0.8,42,0%
COC(=O)c1cc(C(=O)Nc2ccc(S(=O)(=O)NC(C)(C)C)cc2)cc([N+](=O)[O-])c1,21%,1,12%,i,8%,-0.6%,-0.2%,1.5,71,8%
CC(C)(CC(=O)O)CC(=O)N1CCN(c2nc3ccc(Cl)cc3s2)CC1,-5%,·,1.0%,·,16%,·,-0.1%,0.2,106,26%
COCCSc1ccccc1C(=O)Nc1ccc(S(=O)(=O)N2CCOCC2)cc1,-10%,·,-6.3%,·,8%,·,-0.2%,3.7,79,-19%
COc1ccc(Cl)cc1NC(=O)CCN1CCN(Cc2ccccc2)CC1,-21%,·,-1.0%,·,-13%,·,-0.1%,-0.2,67,-27%
O=C(COc1ccc([N+](=O)[O-])cc1)NNC(=O)Nc1cccc(F)c1,-11%,·,0.1%,·,4%,·,-0.1%,0.6,68,-10%
CC(NC(=O)c1ccccc1)c1nnc(SCc2nc3ccccc3c(=O)[nH]2)n1C (configuration not stated),-14%,1.2,-5.7%,i,4%,-0.5%,0.2%,1.0,55,7%
COc1ccc(/C=N\NC(=O)c2ccc(-c3ccccc3)cc2)cc1COC(C)=O,24%,·,6.7%,·,14%,·,-0.1%,4.2,62,-35%
COc1cc2c(cc1OC)CN(c1ccc(C(F)(F)F)cn1)CC2,-32%,·,-1.4%,·,-7%,·,0.1%,2.8,52,-12%
O=C(C1CCN(S(=O)(=O)c2ccc(Br)cc2)CC1)N1CCOCC1,10%,·,-7.0%,·,5%,·,-0.1%,0.3,57,28%
CCOc1ccc(S(=O)(=O)N2CCN(c3ccccc3F)CC2)c2cccnc12,-15%,1,-0.3%,i,9%,-3.5%,-0.2%,2.7,48,-16%
Cc1ccc(NC(=O)COC(=O)C2CC2(Cl)Cl)cc1C (configuration not stated),-15%,1.1,6.6%,i,-1%,·,0.1%,1.5,61,-61%
CCCCOc1ccc(Nc2cc(Cl)ccc2C(=O)O)cn1,8%,·,0.5%,i,29%,·,0.3%,-0.2,91,24%
O=C(/C=C/c1ccc2c(c1)OCCO2)N1CCN(c2ccc(F)cc2)CC1,20%,·,-0.9%,·,22%,·,0.5%,2.6,47,-17%
CCc1nnc(NC(=O)CCn2cnc3ccccc3c2=O)s1,-34%,1,0.3%,i,2%,0.7%,0.2%,-0.7,50,-7%[20 µM]
CCCCCC(=O)OCCc1c(C)nc2nc[nH]n2c1=O,-26%,1.1,4.3%,i,-8%,-2.2%,-0.6%,1.3,59,14%
Cc1onc(-c2ccccc2Cl)c1C(=O)Nc1ccccc1N1CCOCC1,-2%,1.1,-4.9%,i,6%,2.2%,0.3%,0.4,50,0%
CCCc1nnc(SCC(=O)N2CCOCC2)n1CC1CCCO1 (configuration not stated),-14%,1.1,2.8%,i,9%,-1.1%,-1.0%,1.5,35,6%
CN(C)S(=O)(=O)c1ccc(NC(=O)CCNC(=O)c2ccc([N+](=O)[O-])cc2)cc1,-15%,1.1,-7.2%,i,0%,-0.5%,-0.4%,0.6,47,8%
COC(=O)[C@H](CC(C)C)NC(=O)N1CCCCC1C (some centres not stated),-2%,·,1.4%,i,12%,·,-0.1%,0.0,64,24%
CCOC(=O)CN1C(c2ccc(O)cc2)Nc2ccc(Br)cc2C1c1ccccc1 (configuration not stated),-1%,1,-2.1%,i,8%,-0.3%,0.2%,15,66,25%
COc1ccc(S(=O)(=O)N2CCC(C(=O)N[C@@H](C)C(=O)NCc3ccncc3)CC2)cc1,-18%,·,0.2%,·,-2%,·,-0.1%,-1.0,72,11%
Cc1ccc(/C=C2\SC(=S)N(C3CCS(=O)(=O)C3)C2=O)o1 (configuration not stated),-22%,1.1,-3.6%,i,19%,-1.1%,0.4%,-0.2,59,18%
CCNC(=O)C(C)Sc1ccc(Cl)cc1 (configuration not stated),-5%,1.1,-1.4%,i,-4%,-1.9%,-0.2%,-2.7,47,-4%
CNC(=O)C1CC(=O)N(c2ccc(OCC(=O)N3CCCC3)cc2)C1 (configuration not stated),30%,·,10%,·,-34%,·,-0.1%,-0.5,58,-59%

# Going on with the list:
SMILES,NOD1 NF-kB reporter,TNAP activators,KOR beta-arrestin-1,Yfh1-off respiration,HEK293 NOD2/NF-kB,CSM14.1 death rescue,GPR55 beta-arrestin,NTR1 agonist,NTR1 agonist cell count 20 µM,KOR beta-arrestin-2
O=C(Nc1ccc2c(c1)OCO2)N1CCC(CO)(CC2CCCCO2)CC1 (configuration not stated),-58%,1.1,-0.7%,i,-14%,-0.8%,-0.2%,0.8,44,-12%
O=c1c(Cc2ccc(Cl)cc2)c(O)ccn1Cc1ccccc1,-5%,1.1,-2.8%,i,13%,-1.7%,0.1%,-0.8,37,4%
CN(C)c1ccc(-c2nc3n(n2)C(c2cccnc2)C2=C(CC(C)(C)CC2=O)N3)cc1 (configuration not stated),9%,1.1,2.8%,i,9%,0.7%,0.3%,-1.3,53,0%
O=C1CC(N2CCN(c3ccccc3Cl)CC2)C(=O)N1c1ccc(F)cc1 (configuration not stated),-19%,1.1,6.3%,i,3%,0.1%,0.6%,-0.6,62,-9%
Cc1cccc(N(C)S(=O)(=O)c2c(C)[nH]c(C)c2C(=O)N2CCCC2)c1,-50%,·,-4.0%,·,8%,·,-0.1%,0.5,40,-22%
COC(=O)c1cn(NC(=O)Cn2nc([N+](=O)[O-])c(Cl)c2C)c(=O)c2ccccc12,-39%,1.1,-3.2%,i,1%,-1.2%,0.1%,3.2,69,-20%
CCc1nc(N=Nc2c(O)[nH]c3ccccc23)c2c3c(sc2n1)CCC3,-43%,0.9,-1.5%,i,-18%,0.4%,0.2%,0.9,105,-12%
CC(C)(C)c1ccc(C(=O)Nc2c3c(nn2C(C)(C)C)CS(=O)(=O)C3)cc1,-15%,·,-3.0%,·,4%,·,0.3%,0.3,94,-5%
Oc1ccccc1OCCOc1ccccc1OCCOc1ccccc1O,4%,·,1.5%,i,15%,·,0.0%,1.6,67,20%
CN(C)c1ccc(/C=C/C(=O)c2cccc(Br)c2)cc1,0%,0.8,11%,i,2%,-4.5%,-0.1%,-4.3,45,-3%
NC(=O)NCc1ccc(C(=O)OCc2ccncc2)cc1,50%,1,1.3%,i,12%,-3.8%,-0.3%,-1.7,87,-13%
COc1ccc(C(=O)Nc2ccnn2C2CCN(Cc3ccccn3)CC2)cc1,-23%,·,-1.2%,·,20%,·,0.7%,2.0,68,-25%
Nc1cc(C(=O)OCC(=O)NCC2CCCO2)ccc1Cl (configuration not stated),0%,1.1,-2.5%,i,14%,1.2%,-0.1%,-0.9,99,32%
CCC(c1nnnn1CCOC)N1CCN(c2nc3ccccc3s2)CC1 (configuration not stated),-40%,1.1,·,i,0%,1.0%,0.2%,1.9,45,-13%[20 µM]
COc1cccc(CN2CCC(C(=O)N3CCC(C)CC3)CC2)c1,-26%,1.1,-7.8%,i,-4%,1.3%,0.2%,0.4,42,-25%[20 µM]
O=c1[nH]c(CCC2CCCC2)nc2ccccc12,-3%,1,2.7%,i,4%,-3.1%,-0.1%,-1.0,63,24%
CN1CCN(C(=O)/C(=C/c2ccccc2F)NC(=O)c2ccccc2)CC1,-18%,·,1.9%,·,8%,·,·,-0.3,58,-10%
COc1ccc(Cl)cc1N1C(=O)CC(N2CCc3ccccc32)C1=O (configuration not stated),-14%,1.2,3.1%,i,14%,-0.2%,-0.1%,-1.9,81,20%
NS(=O)(=O)c1ccc(N2CCCCCC2)c([N+](=O)[O-])c1,-22%,0.9,·,i,-5%,-0.2%,0.5%,-0.8,39,1%
CCOC(=O)N1CCN(S(=O)(=O)c2ccc(C(=O)Nc3nc4ccc(F)cc4s3)cc2)CC1,·,1,-1.0%,·,2%,-1.4%,0.1%,11,57,6%
CCOc1ccc(CNCCCSc2ncccn2)cc1OC,10%,·,-3.2%,·,10%,·,0.3%,2.9,51,-31%[20 µM]
O=C(COc1ccc(S(=O)(=O)NC2CCCCC2)cc1)NCCC1=CCCCC1,2%,1,-8.2%,i,-5%,-0.3%,-0.5%,5.2,62,2%
O=C1CCCC(O)=C1N=Nc1cccc(C(=O)O)c1,-15%,1,1.5%,i,-5%,-2.4%,-0.2%,-1.0,54,-27%
CN1OC(COC(=O)c2ccc(Cl)cc2)CC1c1ccccc1 (configuration not stated),-7%,1,0.4%,i,21%,1.5%,-0.3%,-6.1,92,-22%
S=c1[nH]nc(-c2cccnc2)n1/N=C/c1ccccc1,-5%,·,-1.7%,i,12%,·,-0.3%,0.4,51,27%

# An excerpt from above in order of length of the SMILES, high to low.
SMILES,NOD1 NF-kB reporter,TNAP activators,KOR beta-arrestin-1,Yfh1-off respiration,HEK293 NOD2/NF-kB,CSM14.1 death rescue,GPR55 beta-arrestin,NTR1 agonist,NTR1 agonist cell count 20 µM,KOR beta-arrestin-2
Cc1cccc(N(C)S(=O)(=O)c2c(C)[nH]c(C)c2C(=O)N2CCCC2)c1,-50%,·,-4.0%,·,8%,·,-0.1%,0.5,40,-22%
COc1ccc(C(=O)Nc2ccnn2C2CCN(Cc3ccccn3)CC2)cc1,-23%,·,-1.2%,·,20%,·,0.7%,2.0,68,-25%
COc1cccc(CN2CCC(C(=O)N3CCC(C)CC3)CC2)c1,-26%,1.1,-7.8%,i,-4%,1.3%,0.2%,0.4,42,-25%[20 µM]
Nc1cc(C(=O)OCC(=O)NCC2CCCO2)ccc1Cl (configuration not stated),0%,1.1,-2.5%,i,14%,1.2%,-0.1%,-0.9,99,32%

# Following part
SMILES,NOD1 NF-kB reporter,TNAP activators,KOR beta-arrestin-1,Yfh1-off respiration,HEK293 NOD2/NF-kB,CSM14.1 death rescue,GPR55 beta-arrestin,NTR1 agonist,NTR1 agonist cell count 20 µM,KOR beta-arrestin-2
CCOc1cc(CNCCc2ccc(S(N)(=O)=O)cc2)ccc1OCC(=O)NC(C)(C)C,-4%,1.1,7.4%,i,10%,4.5%,-0.2%,-0.7,42,15%
Cc1oc(C2CC2)cc1C(=O)O,-1%,1.2,6.4%,i,7%,0.1%,-0.1%,-1.4,82,11%
COc1cccc(CNC(=O)C2CCCN(S(=O)(=O)N3CC(C)CC(C)C3)C2)c1 (configuration not stated),-33%,·,3.7%,·,-1%,·,-0.1%,-0.4,64,-37%
O=[N+]([O-])c1cnc2nc(-c3ccncc3)nn2c1O,-4%,0.9,-6.3%,i,28%,-0.7%,-0.2%,-1.1,79,31%
O=C(CN1CCCC1)Nc1cccc(Cl)c1Cl,13%,·,-1.6%,·,21%,·,0.4%,1.1,59,-14%[20 µM]
COc1ccc(Nc2nc(CC(C)=O)ns2)cc1OC,21%,1.1,-7.6%,i,-18%,1.5%,-0.2%,-0.6,43,26%
O=C(NCCC1=CCCCC1)c1ccc2c(c1)N(Cc1ccccc1)C(=O)CS2,-6%,0.9,-2.3%,i,5%,-0.2%,-0.1%,7.8,57,13%

# Assay outcomes as filed in PubChem.

# A portion of the library; count on the stated rates, not on these rows.
